SMN2 splice up: qHTS Assay for Enhancers of SMN2 Splice Variant Expression; HEK293 SMN2-luciferase splicing reporter, luminescence, 30-36 h; Potency, µM (titrated, usually from 46.1 µM), for the others: at the top dose activity change, positive = activation, most hits filed as activators; actives 2.8% (n = 210,000); AID 1458, 2008; also: % of control where 0% means no effect; nearly all actives have a fitted effect of over 55% in size
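qHTS luciferase splicing reporter: luminescence rises when SMN2 exon 7 is included in transfected HEK293 cells. Compound exposure lasted 30-36 h at 37C, with 4.5 mM final sodium butyrate as control, followed by a ONE-Glo read.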
KDM4E inh: qHTS Assay for Inhibitors of Human Jumonji Domain Containing 2E (JMJD2E); Lysine-specific demethylase 4E (Homo sapiens), B2RXH2; JMJD2E catalytic domain, FDH-coupled NADH fluorescence (FDH is formaldehyde dehydrogenase); Potency, µM (series often up to 57.1 µM), without a hit: top-dose activity change, negative = inhibition, usual class: inhibitors; actives 1.6% (n = 230,000); active = well fitted inhibition curve with a large enough effect, not every such curve was filed as active; inconclusive = small, poorly fitted or top-dose-only effect, or another doubt; inactive = no such curve, though single readings can be large or run the other way;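 also: 0% = wells with enzyme and -100% = buffer wells without enzyme; nearly all actives have a fitted effect of over 50% in size; many of its hits are not listed in these tables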
Target sequence (B2RXH2 1-337 limits assumed): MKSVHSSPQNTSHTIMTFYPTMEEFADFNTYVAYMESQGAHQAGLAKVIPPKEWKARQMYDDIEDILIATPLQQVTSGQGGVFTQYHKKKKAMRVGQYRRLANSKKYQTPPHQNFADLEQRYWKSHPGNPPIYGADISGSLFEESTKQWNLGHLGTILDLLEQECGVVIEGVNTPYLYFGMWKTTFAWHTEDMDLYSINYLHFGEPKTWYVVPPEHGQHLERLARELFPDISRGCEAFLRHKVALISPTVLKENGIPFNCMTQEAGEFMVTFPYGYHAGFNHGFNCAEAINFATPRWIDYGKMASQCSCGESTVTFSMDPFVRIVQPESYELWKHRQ
GoLoco inh red: qHTS Assay for Inhibitors of RGS12 GoLoco Motif Activity (Red Fluorophore); AID 880, 2007; actives 0.44% (n = 230,000); Gai1:RGS12 GoLoco peptide FP, rhodamine, 10 min; Guanine nucleotide-binding protein G(i) subunit alpha-1 (Homo sapiens), P63096; Potency, µM (titrated, usually from 61.6 µM), for inactives: top-dose activity, negative = inhibition, usual class: inhibitors; active = well fitted inhibition curve with a large enough effect, not every such curve was filed as active; inactive = no such curve, though single readings can be large or run the other way; also: % is scaled to controls: 0 for no effect and ±100 for the full control effect; nearly all actives have a fitted effect of over 30% in size; many of its hits are not listed in these tables
ALDH1A1 inh: qHTS Assay for Inhibitors of Aldehyde Dehydrogenase 1 (ALDH1A1); Aldehyde dehydrogenase 1A1 (Homo sapiens), P00352; Purified ALDH1A1, NADH fluorescence, propionaldehyde substrate; Potency, µM (highest dose often 75.3 µM), for inactives: at the top dose activity, negative = inhibition, most hits filed as inhibitors; actives 7.3% (n = 220,000); AID 1030, 2008; active = well fitted inhibition curve with a large enough effect, not every such curve was filed as active; inconclusive = small, poorly fitted or top-dose-only effect, or another doubt; inactive = no such curve, though single readings can be large or run the other way;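 also: plate controls were no enzyme wells and a reference inhibitor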
Target sequence (P00352 whole entry, looked up): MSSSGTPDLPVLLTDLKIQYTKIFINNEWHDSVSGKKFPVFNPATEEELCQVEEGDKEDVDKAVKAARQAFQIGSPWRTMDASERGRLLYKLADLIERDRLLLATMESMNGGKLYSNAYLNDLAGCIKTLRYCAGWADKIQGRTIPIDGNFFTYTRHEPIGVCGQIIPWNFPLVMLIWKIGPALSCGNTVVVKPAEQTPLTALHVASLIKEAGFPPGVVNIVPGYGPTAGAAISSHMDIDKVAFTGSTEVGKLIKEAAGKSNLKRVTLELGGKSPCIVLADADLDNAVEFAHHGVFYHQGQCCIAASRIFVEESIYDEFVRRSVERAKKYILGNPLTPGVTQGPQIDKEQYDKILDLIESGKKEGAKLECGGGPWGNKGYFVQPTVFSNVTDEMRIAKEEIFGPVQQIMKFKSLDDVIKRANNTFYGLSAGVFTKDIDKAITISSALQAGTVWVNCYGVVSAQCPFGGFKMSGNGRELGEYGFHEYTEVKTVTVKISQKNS
TRb SRC2 PPI: qHTS for Inhibitors of the Interaction of Thyroid Hormone Receptor and Steroid Receptor Coregulator 2; AID 1469, 2008; Potency, µM (top dose mostly 106 µM), without a hit: at the top dose activity change, negative = inhibition, actives largely listed as inhibitors; TRbeta-SRC2 peptide binding, fluorescence polarization; receptor liganded with 1 µM T3; actives 0.065% (n = 280,000);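 also: plate controls were bound peptide for no effect and peptide without receptor for full effect; nearly all actives have a fitted effect of over 50% in size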
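Binding of a 20-amino-acid Texas Red SRC2 peptide (20 nM) to TRb ligand-binding domain (0.6 uM) with agonist T3 at 1 uM was followed by fluorescence polarization after a 5 hr room-temperature incubation.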
RECQ1 inh: qHTS Assay for Inhibitors of RecQ-Like Dna Helicase 1 (RECQ1) | RECQ1 DNA unwinding, red fluorescence kinetic read | ATP-dependent DNA helicase Q1 (Homo sapiens), P46063 | Potency, µM (top dose mostly 57.3 µM), without a hit: at the top dose activity, negative = inhibition, most hits filed as inhibitors | actives 0.54% (n = 240,000);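 also: plate controls were vehicle for no effect and no enzyme for full effect; nearly all actives have a fitted effect of over 30% in size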
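50 nM RECQ1T1 preincubated 15 min with compound in Tris pH 8.0 buffer with MgCl2, DTT, Tween-20 and 2.5 ug/ml poly(dI-dC); started with 200 nM TAMRA/BHQ-2 forked duplex and 2 mM ATP. Unwinding read as fluorescence (525/598 nm), two reads 2 h apart.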
Lamin A splicing: qHTS Assay for Modulators of Lamin A Splicing | Potency, µM (series often up to 46.1 µM), for the others: at the highest dose ratio change, negative = inhibition, usual class: inhibitors | HeLa LMNA splicing GFP/RFP minigene ratio, 48 h | actives 0.01% (n = 200,000) | AID 1487, 2009; active = well fitted inhibition curve with a large enough effect in the signal ratio, with a control signal flat, not every such curve was filed as active; inconclusive = small, poorly fitted or top-dose-only effect, or effect the other way, or a change in a side signal; the % refers to the signal ratio; also: % is scaled to controls: 0 for no effect and ±100 for the full control effect
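Read-out is the ratio of GFP to DsRed2 object intensity, acquired by 488 nm laser-scanning cytometry on HeLa lamin A-EGFP minigene reporter cells. Compound incubation 48 hrs at 37 °C in Opti-MEM with 2% FBS; DMSO 0.5% final.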
TR SRC2 fluor cs: Total Fluorescence Counterscreen for Inhibitors of the Interaction of Thyroid Hormone Receptor and Steroid Receptor Coregulator 2; TRb/SRC2 Texas Red total fluorescence interference; actives 0.29% (n = 280,000); Potency, µM (series often up to 106 µM), for inactives: at the highest dose fluorescence change, negative = quenching; active = well fitted curve in either direction with a large enough effect; inconclusive = small, poorly fitted or top-dose-only effect; also: % is scaled to controls: 0 for no effect and ±100 for the full control effect
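Human TRβ ligand-binding domain (0.6 uM) and Texas Red SRC2 peptide (20 nM) in Tris buffer with 1 uM T3 and 5% DMSO were incubated with pinned compound for 5 hr at ambient temperature. Total fluorescence was computed as S + 2P (555/632 nm).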
The depositor's hits bear a star; [ ] = dose if it differs, or a comment. Unless noted, calls follow the shape of the dose curve; as a rule, active = well fitted curve in the direction sought with a large enough effect; inconclusive = small, poorly fitted or top-dose-only effect, or another doubt; inactive = no such curve, though single readings can be large; an effect the other way counts as inactive or inconclusive. Potency is read from the fitted curve at half-maximal effect.

A first look (three entries):
Screening O=C(COC(=O)C1CC(O)CN1S(=O)(=O)c1ccc(Cl)cc1)c1ccccc1 (configuration not stated) returned SMN2 splice up -6%, KDM4E inh 4%, GoLoco inh red -4%, ALDH1A1 inh inconclusive, TRb SRC2 PPI -15%, RECQ1 inh -8%, Lamin A splicing -9% and TR SRC2 fluor cs 0.11µM*[quencher].
COc1ccc(N2CCN(CC(O)COc3ccc4c(c3)CCC4)CC2)cc1 (configuration not stated) was read as SMN2 splice up -11%, KDM4E inh -6%, GoLoco inh red -8%, ALDH1A1 inh inconclusive, TRb SRC2 PPI -4%, RECQ1 inh -11%, Lamin A splicing -1% and TR SRC2 fluor cs 1%.
Screening Cc1ccc(N(CC(=O)NC(C)(C)C)C(=O)CNC(=O)c2cccs2)cc1 returned SMN2 splice up 2%, KDM4E inh -9%, GoLoco inh red 3%, ALDH1A1 inh 0%, TRb SRC2 PPI 3%, RECQ1 inh inactive and TR SRC2 fluor cs -2%.

The listing, repeating the preview:
Screening O=C(COC(=O)C1CC(O)CN1S(=O)(=O)c1ccc(Cl)cc1)c1ccccc1 (configuration not stated) returned SMN2 splice up -6%, KDM4E inh 4%, GoLoco inh red -4%, ALDH1A1 inh inconclusive, TRb SRC2 PPI -15%, RECQ1 inh -8%, Lamin A splicing -9% and TR SRC2 fluor cs 0.11µM*[quencher].
COc1ccc(N2CCN(CC(O)COc3ccc4c(c3)CCC4)CC2)cc1 (configuration not stated) was read as SMN2 splice up -11%, KDM4E inh -6%, GoLoco inh red -8%, ALDH1A1 inh inconclusive, TRb SRC2 PPI -4%, RECQ1 inh -11%, Lamin A splicing -1% and TR SRC2 fluor cs 1%.
Screening Cc1ccc(N(CC(=O)NC(C)(C)C)C(=O)CNC(=O)c2cccs2)cc1 returned SMN2 splice up 2%, KDM4E inh -9%, GoLoco inh red 3%, ALDH1A1 inh 0%, TRb SRC2 PPI 3%, RECQ1 inh inactive and TR SRC2 fluor cs -2%.
CCOC(=O)Cn1c(=N)n(CCOc2cccc(C)c2)c2ccccc21 was read as SMN2 splice up 19%, KDM4E inh 6%, GoLoco inh red -1%, ALDH1A1 inh 6%, TRb SRC2 PPI 1%, RECQ1 inh -14%, Lamin A splicing -1% and TR SRC2 fluor cs 1%.
O=C1CC(c2cccc(F)c2)C2=C(CCCC2=O)N1 (configuration not stated) was read as SMN2 splice up 14%, KDM4E inh inconclusive, GoLoco inh red -1%, ALDH1A1 inh -10%, TRb SRC2 PPI -2%, RECQ1 inh -3%, Lamin A splicing 2% and TR SRC2 fluor cs 0%.
Screening O=C(CSc1nnc(COc2cccc3cccnc23)o1)N1CCN(C(=O)c2ccco2)CC1 returned SMN2 splice up -12%, KDM4E inh inconclusive, GoLoco inh red 3%, ALDH1A1 inh -3%, TRb SRC2 PPI 8%, RECQ1 inh -6%, Lamin A splicing -2% and TR SRC2 fluor cs -3%.
For COc1ccc(-c2nc(NC(=O)CSc3nnc(C)s3)ns2)cc1 the results were SMN2 splice up inconclusive, KDM4E inh inconclusive, GoLoco inh red 10%, ALDH1A1 inh inconclusive, TRb SRC2 PPI -1%, RECQ1 inh 7%, Lamin A splicing 18% and TR SRC2 fluor cs -1%.
Cc1cnc(C(=O)Nc2ccc(N3CCN(C(=O)OC(C)(C)C)CC3)cc2)cn1 was read as SMN2 splice up -53%[inhibitor], KDM4E inh 16%, GoLoco inh red 5%, ALDH1A1 inh -3%, TRb SRC2 PPI -6%, RECQ1 inh -2%, Lamin A splicing -15% and TR SRC2 fluor cs 0%.
`O=C(C1CC1c1ccccc1)N1CCN(c2cccc(Cl)c2)CC1` (configuration not stated) gave SMN2 splice up -3%, KDM4E inh -2%, GoLoco inh red 9%, ALDH1A1 inh 20µM*, TRb SRC2 PPI 12%, RECQ1 inh -14%, Lamin A splicing inconclusive and TR SRC2 fluor cs 1%.
For O=c1c2c(-c3ccc(Cl)cc3)csc2ncn1/N=C/c1cccc([N+](=O)[O-])c1O the results were SMN2 splice up -31%[inhibitor], KDM4E inh -15%, GoLoco inh red 12%, ALDH1A1 inh 14%, TRb SRC2 PPI 8%, RECQ1 inh -5%, Lamin A splicing inconclusive and TR SRC2 fluor cs -3%.
Screening O=C(c1coc(=O)c2ccccc12)N1CCN(Cc2ccccc2)CC1 returned SMN2 splice up 2%, KDM4E inh -1%, GoLoco inh red 6%, ALDH1A1 inh 2%, TRb SRC2 PPI -1%, RECQ1 inh 0%, Lamin A splicing 3% and TR SRC2 fluor cs 2%.
COc1ccc(C(=O)C2CCCN(C3Cc4ccccc4C3)C2)cc1OC (configuration not stated) was read as KDM4E inh -11%, GoLoco inh red 8%, ALDH1A1 inh inconclusive, TRb SRC2 PPI 0%, RECQ1 inh 6% and TR SRC2 fluor cs -2%.
Screening CCN(CC)S(=O)(=O)c1ccc(-c2nnc(SCC(=O)Nc3ccc4c(c3)OCO4)o2)cc1 returned SMN2 splice up -27%, KDM4E inh 7%, GoLoco inh red -2%, ALDH1A1 inh inconclusive, TRb SRC2 PPI 5%, RECQ1 inh -3%, Lamin A splicing -1% and TR SRC2 fluor cs -3%.
For CSC1=NCCN1C(=O)c1c(F)cccc1Cl the results were SMN2 splice up 0%, KDM4E inh 1%, GoLoco inh red -3%, ALDH1A1 inh -5%, TRb SRC2 PPI 1%, RECQ1 inh -3%, Lamin A splicing 6% and TR SRC2 fluor cs -2%.
COC(=O)Nc1cc(C)n(-c2ccccc2)n1 was read as KDM4E inh 10%, GoLoco inh red -3%, ALDH1A1 inh 0%, TRb SRC2 PPI 1%, RECQ1 inh 11% and TR SRC2 fluor cs -2%.
`N#C/C(=C\c1cn(CC(=O)N2CCCC2)c2ccccc12)C(=O)NCc1ccc2c(c1)OCO2` gave SMN2 splice up 18%, KDM4E inh 0%, GoLoco inh red 74%[activator], ALDH1A1 inh -52%, TRb SRC2 PPI 3%, RECQ1 inh 14%, Lamin A splicing inconclusive and TR SRC2 fluor cs -2%.
`Cc1cccc(N2CCN(CC(=O)Nc3ccccc3[N+](=O)[O-])CC2)c1C` gave SMN2 splice up -25%, KDM4E inh -5%, GoLoco inh red -3%, ALDH1A1 inh -9%, TRb SRC2 PPI -2%, RECQ1 inh inactive, Lamin A splicing inconclusive and TR SRC2 fluor cs -3%.
Screening Cc1ccc(-c2cc(-c3ccccc3[N+](=O)[O-])[nH]n2)c(O)c1 returned SMN2 splice up 18µM*, KDM4E inh 4%, GoLoco inh red 1%, ALDH1A1 inh -2%, TRb SRC2 PPI -7%, RECQ1 inh -10%, Lamin A splicing 15%[0.0737 µM] and TR SRC2 fluor cs -3%.
COC(=O)c1sc(-c2ccc(Cl)cc2)cc1NC(=O)c1ccccc1C(=O)O was read as KDM4E inh inconclusive, GoLoco inh red 27%, TRb SRC2 PPI -2%, RECQ1 inh -7% and TR SRC2 fluor cs -3%.
`O=C1C2=CC[C@@H]3C(=O)N(c4ccc(F)cc4F)C(=O)[C@H]3[C@H]2[C@H](O)[C@H]2O[C@H]12` gave ALDH1A1 inh -6%[13.5 µM], TRb SRC2 PPI 2%[11.2 µM], RECQ1 inh -4%[11.5 µM] and TR SRC2 fluor cs -3%[11.2 µM].
`O=C(c1cn(-c2ccccc2)nc1-c1ccncc1)N1CCCCC1` gave SMN2 splice up 11%, KDM4E inh inconclusive, GoLoco inh red 2%, ALDH1A1 inh inconclusive, TRb SRC2 PPI -13%, RECQ1 inh -4%, Lamin A splicing -8% and TR SRC2 fluor cs -2%.
Screening Cc1oc(-c2cccc3ccccc23)nc1CN1CCN(c2ncnc3ccccc23)CC1 returned SMN2 splice up -100%[inhibitor], KDM4E inh -2%, GoLoco inh red 12%, ALDH1A1 inh inconclusive, TRb SRC2 PPI 3%, RECQ1 inh inactive and TR SRC2 fluor cs 0%.
Screening Cc1ccc(CNC(=O)c2cc3c(s2)CN(Cc2ccccc2)C3)cc1 returned SMN2 splice up -34%[inhibitor], KDM4E inh inconclusive, GoLoco inh red 1%, ALDH1A1 inh 1%, TRb SRC2 PPI -2%, RECQ1 inh -2%, Lamin A splicing -7%[9.22 µM] and TR SRC2 fluor cs 0%.
`O=C(Nc1nccs1)c1ccc(S(=O)(=O)N2CCCCC2)cc1` gave SMN2 splice up -3%, KDM4E inh -8%, GoLoco inh red 1%, ALDH1A1 inh inconclusive, TRb SRC2 PPI 4%, RECQ1 inh -11%, Lamin A splicing -16% and TR SRC2 fluor cs -7%.
For O=C(NC(=S)N1CCCc2ccccc21)c1ccco1 the results were SMN2 splice up 6%, KDM4E inh 0%, GoLoco inh red 5%, ALDH1A1 inh inconclusive, TRb SRC2 PPI 0%, RECQ1 inh -1%, Lamin A splicing -13%[46 µM] and TR SRC2 fluor cs -1%.
Screening Cc1nonc1C1CCCN1Cc1cn[nH]c1-c1ccc2c(c1)OCO2 (configuration not stated) returned KDM4E inh 4%, GoLoco inh red 1%, ALDH1A1 inh 16µM*, TRb SRC2 PPI 3%, RECQ1 inh -2% and TR SRC2 fluor cs -3%.
For COc1ccc(OCCSc2nnc3sc4ccccc4n23)cc1 the results were SMN2 splice up 2%, KDM4E inh -12%, GoLoco inh red 9%, ALDH1A1 inh -4%, TRb SRC2 PPI 1%, RECQ1 inh inactive, Lamin A splicing -1% and TR SRC2 fluor cs -6%.

Some of the compounds tested (hit frequency here may not be typical).
